KOR beta-arrestin-1 = KOR antagonists, beta-arrestin recruitment, cell-based, luminescence, uHTS (AID 1778); KOR beta-arrestin recruitment, luminescence, antagonist mode; higher % means a stronger effect; inhibition, % at 10 µM, or IC50 in µM where a hit was titrated; 0.091% of 290,000 active; also: strong numbers were not always called active
KOR beta-arrestin-2 = kappa opioid receptor activators – cell-based, luminescence, uHTS, primary screen (AID 1777); KOR beta-arrestin recruitment, luminescence; higher % means a stronger effect; one-dose activation, % at 10 µM; EC50 in µM for titrated hits; 0.02% of 280,000 active; in the data active = activation above about 50%, passing the limit was not always enough; also: a part of the inactive calls stands beside numbers as strong as those of hits
AID2073 = disruptors of CaV2.2 binding to Mint1 – biochemical, HTRF (AID 2073). HTRF protein-protein interaction, Mint1-CaV2.2; higher % means a stronger effect. one-dose inhibition, % at 20 µM; IC50 in µM for titrated hits. 0.19% of 290,000 active; in the data active = inhibition mostly above about 51%, no sharp cut-off; inconclusive = no clear call, values can overlap the other calls; inactive = mostly below about 53%; also: some results filed as inactive read as strong as hits
GPR55 beta-arrestin = GPR55 agonists via beta-arrestin recruitment, primary screen, imaging, U2OS cells, beta-arrestin-GFP redistribution (AID 1961); activation, % at 10 µM; hits with a dose series show EC50 in µM; U2OS GPR55 beta-arrestin-GFP redistribution imaging; higher % means a stronger effect; 0.048% of 290,000 active;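 active = activation above 40% with more than 50 cells counted in the well; inconclusive = wells holding fewer than 50 cells, flagged as toxic or sparse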;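 also: U2OS osteosarcoma cells stably expressing GPR55 and beta-arrestin-GFP; plate controls were DMSO negative control for no effect and LPI positive control for full effect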
M17LAP inhibition = P. falciparum M17LAP inhibitors, primary screen, biochemical, fluorogenic H-Leu-NHMec substrate, 1536-well (AID 1619) | inhibition, % at 30 µM; hits with a dose series show IC50 in µM | recombinant M17LAP, H-Leu-NHMec fluorogenic kinetic assay; higher % means a stronger effect | 0.38% of 220,000 active;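 active = compound inhibiting the enzyme by more than half at any dose during confirmatory dose-response retesting; inconclusive = strong single-dose inhibitors picked by rank but not retested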;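 also: plate controls were full reaction with DMSO carrier for no effect and no enzyme background for full effect; strong numbers were not always called active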
Dynein transport = blocks dynein driven cargo transport along microtubules; 3617.4 mouse cells, GR-EGFP nuclear translocation imaging; test concentration mostly 20 µM; stimulated with dexamethasone, 1 µM; active compounds read low; z-score, hits read low; 0.47% of 220,000 active; AID 1381;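 active = plate z-score of nuclear minus cytoplasmic receptor signal below a set negative limit, without overly bright fluorescence or cell loss, cut at about -3.5 in these data, passing the limit was not always enough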;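 also: z-score of nuclear minus cytoplasmic ring GR-EGFP intensity difference per well; some compounds called inactive have numbers as strong as hits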
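Buffer or medium: tet-free, stripped-serum medium; Also added: dexamethasone, 1.0 µM final; Technique: high-content fluorescence imaging after fixation; Times: 48 h induction, 1 h compound, 30 min dex at 37 °C; Read-out: per-cell GR-EGFP intensity, nucleus versus surrounding cytoplasmic ring, well-averaged.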
M1AAP inhibition = malaria alanyl aminopeptidase activity blockers – biochemical, fluorogenic H-Leu-NHMec substrate, 1536-well (AID 1445); recombinant M1AAP, H-Leu-NHMec fluorogenic kinetic assay; higher % means a stronger effect; one-dose inhibition, % at 30 µM; IC50 in µM for titrated hits; 0.42% of 220,000 active;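 active = primary inhibition above the hit cutoff, then over 50% inhibition at one or more dose response concentrations, cut at about 23% in these data, passing the limit was not always enough; inconclusive = conflicting primary data, or primary hits not chosen for dose response; inactive = low primary inhibition, or under 50% at every dose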;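 also: plate controls were DMSO full reaction for no effect and no enzyme background for full effect; strong numbers were not always called active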
NOD2 inhibition = NOD2 signaling inhibitors, cell-based, luminescence, uHTS, HEK293 (AID 1566). HEK293 NOD2/NF-kB luciferase reporter, luminescence; higher % means a stronger effect. 0.63% of 290,000 active. inhibition, % at 4 µM, or EC50 in µM where a hit was titrated; also: many of its hits are not listed in these tables
NOD1 inhibition = NOD1 signaling inhibitors, primary screen, cell-based, luminescence, uHTS (AID 1578); NOD1-driven NF-kB luciferase reporter cells, luminescence; higher % means a stronger effect; one-dose inhibition, % at 4 µM; EC50 in µM for titrated hits; 1% of 290,000 active; in the data active = inhibition mostly above about 36%, no sharp cut-off; inactive = mostly below about 34%;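 also: HEK-293T reporter cells stimulated with the NOD1 agonist gamma-tri-DAP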
Dynein transport cytoplasmic EGFP = also measured in Dynein transport; calls as there; z-score; measured here: cytoplasmic GR-EGFP intensity; active compounds read high
Dynein transport nuclear GR-EGFP = recorded beside Dynein transport, whose call it bears; z-score; measured here: nuclear GR-EGFP intensity;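 lower value marks the stronger effect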
Dynein transport cell count = further read-out of Dynein transport, marked with its call; z-score; measured here: cell count per field
Starred values were filed as active, the others as inactive; ? = inconclusive; nt = not tested or not shown; [ ] = dose if it differs, or a comment. Rule as the data show it, unless noted: active = inhibition above about 50%; inactive = the rest. The list is partial (hit frequency here may not be typical).

mol	KOR beta-arrestin-1	KOR beta-arrestin-2	AID2073	GPR55 beta-arrestin	M17LAP inhibition	Dynein transport	Dynein transport cytoplasmic EGFP	Dynein transport nuclear GR-EGFP	Dynein transport cell count	M1AAP inhibition	NOD2 inhibition	NOD1 inhibition
CC1(C)Cc2c(c(N3CCOCC3)nc3sc4c(NCc5ccco5)nnnc4c23)CS1	10%	0.2%	17%	-0.1%	5%	2.8	-0.2	1.8	-1.6	20%	12%	-14%
N=c1c(S(=O)(=O)c2ccc(Cl)cc2)cc2c(=O)n3ccccc3nc2n1C1CCCCC1	-5%	1.7%	9%	-0.2%	nt	nt	nt	nt	nt	nt	-15%	-10%
O=C(CN1CCCCC1)Nc1ccccc1-c1ccccc1	9%	nt	5%	-0.1%	-9%	0.11	-0.14	0.25	-0.44	1%	-6%	-6%
O=C(Nc1ccon1)c1ccc(Br)s1	-19%	7.9%	6%	-0.1%	nt	nt	nt	nt	nt	nt	-1%	-15%
CNc1cc(N2CCCC2)ccc1[N+](=O)[O-]	-2%	-2.2%	-14%	-0.1%	-9%	0.23	-0.15	0.31	-0.53	-1%	-24%	-35%
COC(=O)c1ccc(Oc2nc(Nc3ccccc3)nc(N(C)C)n2)cc1	44%	-2.1%	8%	-0.1%	9%	-0.46	-0.16	-0.59	-0.8	6%	10%	-22%
Cc1cc(NC(=O)CS(=O)(=O)Cc2ccccc2)no1	-30%[20 µM]	-5.4%	1%	0.2%	-3%	-0.24	-0.3	-0.31	0.22	-4%	16%	-22%
CCCCC(=O)NC1(C(F)(F)F)C(=O)Nc2c1c(=O)n(C)c(=O)n2C (stereo not drawn)	-12%	-3.0%	-9%	-0.2%	11%	-0.43	-0.34	-0.12	0.25	-1%	13%	2%
Cc1ccc(S(=O)(=O)N2CCN(c3nccnc3C#N)CC2)cc1	2%	4.0%	-2%	0.0%	4%	-0.85	-0.16	-0.51	0.69	1%	4%	-8%
CCCSc1nc(N2CCCC2)c2c(c1C#N)CC(C)(C)OC2	14%	-1.6%	11%	-0.4%	6%	0.43	-0.25	0.2	0.13	15%	-2%	-10%
CC1CCCCC1NC(=O)Cn1nc(-c2ccccc2)ccc1=O (stereo not drawn)	19%	-0.6%	-7%	-0.1%	-1%	0.15	-0.2	0.36	0.36	1%	6%	-13%
CCn1cnc2c(cnn2-c2ccccc2)c1=O	-4%	1.3%	2%	0.0%	5%	0.69	-0.23	-0.29	-0.44	0%	-5%	-31%
Cc1ccc(CN2CCCNC2=O)cc1	-3%	-8.0%	-5%	0.0%	-9%	-0.82	-0.24	-0.26	0.91	-2%	-17%	-2%
c1ccc(Cn2cc(CNc3ccccc3)nn2)cc1	15%	1.4%	3%	-0.1%	-5%	-1.1	-0.76	-0.43	0.23	5%	11%	-3%
COc1cccc(SCC2CSc3nc4ccccc4c(=O)n32)c1 (stereo not drawn)	-1%	-0.7%	-4%	-0.3%	2%	1.3	-0.21	0.91	-0.61	5%	7%	-12%
CCc1ccc2c(CN3CCOCC3)cc(=O)oc2c1	-51%	1.0%	-10%	-0.2%	nt	nt	nt	nt	nt	nt	-4%	-13%
COc1cccc(NC(=O)CN(C)C(=O)/C=C/c2cc(OC)ccc2OC)c1	-13%	-6.0%	39%	-0.4%	-20%	0.1	-0.26	0.082	0.32	5%	14%	8%
COCCN1C=C(C(=O)OC)C(c2ccccc2C(F)(F)F)C(C(=O)OC)=C1	-8%	0.8%	38%	0.3%	-13%	0.88	-0.23	-0.62	-0.15	4%	-2%	-10%
O=C(CC1Sc2ccccc2NC1=O)NNC(=O)Nc1ccc(Cl)cc1 (stereo not drawn)	13%	0.1%	7%	-0.1%	0%	-0.34	-0.22	0.25	0.29	0%	-6%	-10%
O=C(CN1CCCCCC1)Nc1ccc(Br)cn1	22%	-3.3%	10%	-0.1%	nt	nt	nt	nt	nt	nt	nt	nt
COc1ccccc1N(CC(=O)NCc1ccccc1)C(=O)CCC(=O)Nc1nccs1	7%	0.1%	-5%	-0.4%	nt	nt	nt	nt	nt	nt	5%	-43%
O=C(Nc1ccc([N+](=O)[O-])cc1)Nc1ccc(OC(F)F)c(Cl)c1	26%	5.0%	-1%	0.1%	-5%	0.67	-0.31	-0.057	0.34	4%	38%	63%
Cc1cc(NC(=O)Cn2cnc3c(nnn3-c3ccc(C)c(Cl)c3)c2=O)no1	7%	-0.5%	27%	0.5%	-2%	-1.1	0.12	-0.22	0.66	3%	-11%	-24%
CCC(C)NC(=O)/C=C/c1cccs1 (stereo not drawn)	33%	5.8%	1%	0.0%	3%	-0.36	-0.3	-0.43	0.41	10%	12%	7%
CC(C)c1ccc2oc(=O)cc(CN3CCN(c4ccccc4)CC3)c2c1	-13%	7.6%	-6%	0.1%	-3%	-0.23	-0.29	-0.093	0.25	3%	-5%	-2%
CCCCS/C(=C(/C#N)C(N)=O)c1cc2c([nH]1)CCCC2	10%	-4.5%	-7%	0.4%	6%	-1.5	-0.19	-1.1	1.1	6%	10%	12%
CCOC(=O)c1ccc(NC(=O)C(=O)NCc2ccccn2)cc1	-25%[20 µM]	-6.7%	-2%	-0.1%	-5%	0.97	-0.3	-0.24	1	-7%	-16%	-31%
Cc1cccc(NC(=O)Cn2nnc(-c3ccc(CN4CCCC4)cc3)n2)c1C	-14%	0.9%	13%	-0.3%	13%	-0.33	-0.21	-0.055	0.46	6%	4%	-14%
O=C(Cn1cnc2ccccc21)N1CCc2ccccc21	nt	nt	-6%	-0.1%	26%	-0.21	-0.017	-0.16	0.68	0%	6%	-9%
O=C1NCCC/C1=N/Nc1cc(F)ccc1F	31%	-3.5%	?	-0.4%	3%	0.084	0.82	0.21	-1.5	8%	-43%	-15%
CC(=O)Nc1ccccc1C(=O)C(=O)Nc1ccc(F)c(Cl)c1	-4%	-1.1%	8%	0.9%	nt	nt	nt	nt	nt	nt	2%	11%
O=C(COC(=O)/C=C/c1ccc([N+](=O)[O-])cc1)NCc1ccc2c(c1)OCO2	-23%	3.2%	17%	0.2%	0%	0.6	-0.12	0.26	-0.14	3%	12%	-1%

Some of the entries so far, as labelled records.
O=C1NCCC/C1=N/Nc1cc(F)ccc1F
  KOR beta-arrestin-1 = 31%; KOR beta-arrestin-2 = -3.5%; AID2073 = ?; GPR55 beta-arrestin = -0.4%; M17LAP inhibition = 3%; Dynein transport = 0.084; Dynein transport cytoplasmic EGFP = 0.82; Dynein transport nuclear GR-EGFP = 0.21; Dynein transport cell count = -1.5; M1AAP inhibition = 8%; NOD2 inhibition = -43%; NOD1 inhibition = -15%
CC(=O)Nc1ccccc1C(=O)C(=O)Nc1ccc(F)c(Cl)c1
  KOR beta-arrestin-1 = -4%; KOR beta-arrestin-2 = -1.1%; AID2073 = 8%; GPR55 beta-arrestin = 0.9%; M17LAP inhibition = nt; Dynein transport = nt; Dynein transport cytoplasmic EGFP = nt; Dynein transport nuclear GR-EGFP = nt; Dynein transport cell count = nt; M1AAP inhibition = nt; NOD2 inhibition = 2%; NOD1 inhibition = 11%
O=C(COC(=O)/C=C/c1ccc([N+](=O)[O-])cc1)NCc1ccc2c(c1)OCO2
  KOR beta-arrestin-1 = -23%; KOR beta-arrestin-2 = 3.2%; AID2073 = 17%; GPR55 beta-arrestin = 0.2%; M17LAP inhibition = 0%; Dynein transport = 0.6; Dynein transport cytoplasmic EGFP = -0.12; Dynein transport nuclear GR-EGFP = 0.26; Dynein transport cell count = -0.14; M1AAP inhibition = 3%; NOD2 inhibition = 12%; NOD1 inhibition = -1%

(further entries)
mol	KOR beta-arrestin-1	KOR beta-arrestin-2	AID2073	GPR55 beta-arrestin	M17LAP inhibition	Dynein transport	Dynein transport cytoplasmic EGFP	Dynein transport nuclear GR-EGFP	Dynein transport cell count	M1AAP inhibition	NOD2 inhibition	NOD1 inhibition
CC(C)N(C(=O)CO/N=C/c1cccc([N+](=O)[O-])c1)C(C)C	-13%	0.6%	-6%	-1.1%	-3%	0.49	-0.032	0.48	-1.6	0%	-6%	-4%
COC(=O)COc1cc(=O)oc2ccc(NS(=O)(=O)c3ccccc3)cc12	-35%	3.1%	23%	1.6%	nt	nt	nt	nt	nt	nt	5%	0%
COc1ccc(C(c2sc3nc(C)nn3c2O)N2CCCCC2)cc1 (stereo not drawn)	-3%	4.8%	1%	-0.4%	5%	1.6	-0.15	1.2	-0.68	2%	10%	-14%
O=C(COC(=O)/C=C/c1ccc(F)cc1)Nc1cc(C(F)(F)F)ccc1N1CCOCC1	23%	1.0%	-2%	0.5%	21%	0.86	-0.23	0.38	-0.93	-1%	0%	-17%
O=C(C1CCN(S(=O)(=O)c2cccc3cccnc23)CC1)N1CCN(C2CCCCC2)CC1	-6%	-2.3%	5%	-0.1%	2%	-0.77	-0.23	-0.21	1.2	-4%	-8%	11%
CCc1nc2n(n1)C(O)c1cc([N+](=O)[O-])ccc1S2 (stereo not drawn)	20%	-1.9%	44%	0.3%	-5%	-0.92	-0.23	-0.45	1.2	0%	13%	6%
COc1ccc(C(=O)c2sc3nc(-c4ccccc4)ccc3c2N)cc1	-8%	6.6%	27%	-0.3%	10%	-0.82	36	4	-0.68	15%	15%	0%
CSC(=NCc1ccc(F)cc1)NS(=O)(=O)c1cccs1	13%	8.6%	-8%	0.3%	4%	2.8	-0.22	1.7	-2.5	8%	2%	-16%
Cc1cccc(NS(=O)(=O)c2cc(Cl)ccc2Cl)n1	-17%	0.2%	11%	-0.2%	nt	nt	nt	nt	nt	nt	1%	21%
CC(=O)c1cccc(NC(=O)C2CCCN(S(C)(=O)=O)C2)c1 (stereo not drawn)	28%	-2.7%	-2%	-0.2%	-15%	0.031	-0.11	-0.64	-0.0025	3%	6%	-23%
Cc1ccccc1NC(=O)NC1CCCCC1C (stereo not drawn)	-9%	-2.0%	2%	0.4%	-7%	-0.034	-0.27	0.14	-0.15	-6%	12%	-3%
Cn1c(=O)[nH]c(=O)c2c1nc(SCC(O)CO)n2Cc1ccccc1Cl (stereo not drawn)	7%	7.0%	2%	-0.2%	6%	-0.12	0.18	0.23	-0.8	4%	-2%	-36%
O=C(O)/C=C/C(=O)Nc1cccc2cccnc12	46%	1.0%	8%	-0.1%	15%	0.48	-0.27	0.084	0.58	-5%	8%	4%
COc1ccc(OCCN2C(=O)c3ccccc3C2=O)cc1	2%	-1.2%	4%	0.4%	6%	1.7	-0.19	1.1	-1.4	-10%	-11%	-36%
